miR-122 sensor = miR-122 Renilla sensor signal increase in Huh7, primary screen, miR-122 inhibitor project, cell-based, single point, plate reader | AID 602342, 2012 | Huh7 miR-122 Renilla luciferase sensor, 48 h; neutral wells = 0, positive control = 100 | activation (reporter increase), % at 12.5 µM | hit rate 0.3% among 340,000;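 active = mean replicate activation score at least 90 and every replicate individually at or above 90; inconclusive = only one of the two criteria met; inactive = neither criterion met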;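 note: higher luciferase means less miR-122 activity so hits act as miR-122 inhibitors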
SIRT5 inh = SIRT5 desuccinylase inhibitors, primary screen, biochemical, fluorescence imaging, single point, set 5. Purified SirT5, succinyl-peptide AMC, trypsin-coupled fluorescence. inhibition, % at 15 µM. hit rate 1.1% among 330,000. AID 652115, 2013; in the data active = inhibition above about 15%; inconclusive = no clear call, values can overlap the other calls
Target sequence (Q9NXA8 whole entry, looked up): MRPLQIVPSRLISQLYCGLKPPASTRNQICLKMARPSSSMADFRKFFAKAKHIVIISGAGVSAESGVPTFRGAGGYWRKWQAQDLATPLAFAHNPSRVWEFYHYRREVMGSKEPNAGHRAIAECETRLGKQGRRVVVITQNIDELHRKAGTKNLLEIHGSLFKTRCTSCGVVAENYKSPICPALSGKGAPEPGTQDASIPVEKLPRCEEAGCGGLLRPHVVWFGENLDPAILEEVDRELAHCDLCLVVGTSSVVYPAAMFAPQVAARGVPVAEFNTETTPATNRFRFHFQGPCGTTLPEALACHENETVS
Casp6 inh = human caspase-6 inhibitors, primary screen, biochemical, VEID-R110 fluorescence, single point, set 2; P55212; inhibition, % at 12.5 µM; AID 686996, 2013; purified caspase-6, Z-VEID-R110 cleavage fluorescence; hit rate 0.53% among 350,000;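 active = mean inhibition across replicates at least about 35%, with every replicate also reaching that limit, limit read from the data; inconclusive = only one of the two criteria met; inactive = neither criterion met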;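 note: 0% = median of neutral control wells and 100% = no fluorescence left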
Target sequence (P55212 24-179 limits assumed): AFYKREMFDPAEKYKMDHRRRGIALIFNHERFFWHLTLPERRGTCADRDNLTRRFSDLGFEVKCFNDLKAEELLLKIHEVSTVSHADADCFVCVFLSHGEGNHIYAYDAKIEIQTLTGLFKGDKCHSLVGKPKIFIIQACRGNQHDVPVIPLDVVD
Target sequence (P55212 194-293 limits assumed): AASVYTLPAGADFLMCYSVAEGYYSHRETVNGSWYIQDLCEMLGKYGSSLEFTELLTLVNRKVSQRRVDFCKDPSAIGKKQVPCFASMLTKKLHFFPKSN
ERp5 block = inhibitors of ERp5-driven insulin aggregation, primary screen, biochemical, turbidity, absorbance 650 nm, single point; 90 min; inhibition, % at 9.99 µM; hit rate 0.05% among 350,000; AID 651711, 2012;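 active = mean replicate inhibition above about 25%, with every replicate also reaching it, limit read from the data, passing the limit was not always enough; inconclusive = only one of those two criteria met; inactive = neither criterion met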
Target sequence (Q15084 whole entry, looked up): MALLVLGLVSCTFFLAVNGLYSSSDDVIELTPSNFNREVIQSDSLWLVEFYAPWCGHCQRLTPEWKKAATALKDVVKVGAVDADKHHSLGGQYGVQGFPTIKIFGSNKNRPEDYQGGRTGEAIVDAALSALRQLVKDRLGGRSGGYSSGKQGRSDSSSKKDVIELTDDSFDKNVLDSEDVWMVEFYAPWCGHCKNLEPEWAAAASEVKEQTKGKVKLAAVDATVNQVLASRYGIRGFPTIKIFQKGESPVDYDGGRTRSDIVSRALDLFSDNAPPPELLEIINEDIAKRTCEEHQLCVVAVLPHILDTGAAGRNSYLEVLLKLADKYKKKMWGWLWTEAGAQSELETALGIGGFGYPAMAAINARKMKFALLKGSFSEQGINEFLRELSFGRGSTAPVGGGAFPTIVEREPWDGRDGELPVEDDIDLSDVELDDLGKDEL
F508del corr = F508del CFTR correction, initial screen, CFBE line, single point | hit rate 0.36% among 350,000 | activity (quench increase), % at 7.58 µM | CFBE cells, YFP halide quenching; stimulated with forskolin plus potentiator P3; % fluorescence drop versus neutral controls;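 active = mean added fluorescence quench of at least 8% versus neutral control, with both replicates also reaching 8%; inconclusive = only one of the mean or replicate conditions met; inactive = mean below 8% and not both replicates reaching 8%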;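 note: cells transiently co-express mutant CFTR-F508del with the halide-sensitive YFP; corrector assay measuring rescue of mutant channel to the surface after 24 h compound exposure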
ERAP1 HTS inh = human ERAP1 aminopeptidase inhibitors, primary screen, biochemical, single point, plate reader | recombinant ERAP1, Leu-AMC fluorescence, 60 min | AID 652197, 2013 | hit rate 0.15% among 340,000 | inhibition, % at 10.7 µM | Endoplasmic reticulum aminopeptidase 1 (Homo sapiens), Q9NZ08;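 active = mean replicate inhibition of at least 30%, or all replicates individually reaching that 30% level; inactive = mean below 30% and not every replicate reaching it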;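 note: 0% = neutral control wells and 100% = L-leucinethiol positive control wells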
DENV2 CPE = inhibitors of DENV2 cytopathic effect, primary screen, cell-based, plate reader, single concentration; CPE inhibition, % at 9.99 µM; DENV2-infected cells, cytopathic effect rescue; AID 651640, 2012; hit rate 1.7% among 350,000; in the data active = CPE inhibition above about 20%, passing the limit was not always enough; inconclusive = no clear call, values can overlap the other calls; tested in BHK-21 cells;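 note: 0% = median of neutral control wells and 100% = median of positive control wells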
An asterisk follows results filed as active; ? = inconclusive; nt = no result given; & = joins results of further samples; [ ] = remark or other dose. This is a random part of the collection, and some 4% of all compounds hit somewhere here.

SMILES	miR-122 sensor	SIRT5 inh	Casp6 inh	ERp5 block	F508del corr	ERAP1 HTS inh	DENV2 CPE
C[C@H]1CN([C@@H](C)CO)C(=O)CCCn2cc(nn2)CO[C@@H]1CN(C)S(=O)(=O)c1cccc(F)c1	-5	-7&3	0&-1	4&3	0.7&2.6&0.9	-4&2	-5&4
CN(C)S(=O)(=O)c1ccc(N2CCCC2)c(C(=O)N2CCN(S(=O)(=O)c3ccccc3F)CC2)c1	-1	-1	1	-1	2.6	-1	0
Cc1ccc(S(=O)(=O)N(C)C[C@H]2OCc3ccccc3-c3ccccc3C(=O)N([C@H](C)CO)C[C@H]2C)cc1	nt	15	-2	1	-0.8	-2	-1
COCCNc1nc(Nc2ccc(C)cc2C)c2sccc2n1	-1	-5	-3	0	10*	-1	?
C[C@@H]1CCC[C@H](C)N1NC(=O)c1ccc(Cl)c(S(N)(=O)=O)c1	-3	-5	0	0	2.5	-1	7
CCNC(=O)C[C@@H]1CC[C@H]2[C@H](COc3ccc(NC(=O)c4ccc(F)cc4)cc3C(=O)N2C)O1	-1[16.7 µM]	-2	-4	-10	0.0	2	16
C[C@@H]1CN([C@H](C)CO)C(=O)c2cccc(NC(=O)c3ccncc3)c2O[C@H]1CN(C)Cc1ccc(-c2ccccc2)cc1	-5[16.7 µM]	2	3	1	-5.9	8	-4
C[C@@H]1CN([C@@H](C)CO)C(=O)c2cc(NS(=O)(=O)c3ccc(F)cc3)ccc2O[C@@H](C)CCCCO[C@H]1CN(C)S(=O)(=O)c1ccccc1	-8[16.7 µM]	-1	0	2	2.3	-5	1
O=C(CSc1cn(Cc2ccccc2)c2ccccc12)NCc1ccc(F)cc1	3	1	-5	2	-2.4	0	4
O=S(=O)(c1ccc(F)cc1)N1CCc2ccccc21	-1	2	-3	2	-0.3	-1	7
CCOC(=O)c1ccc(NC(=O)c2ccc[n+]([O-])c2)cc1	-1	-4	4	-1	0.9	-1	-1
COC(=O)C1CCN(C(=O)Cc2c(OC)ccc3cc(Br)ccc23)CC1	5	-9	-1	5	-2.8	nt	17
COc1ncnc(NS(=O)(=O)c2ccc(N)cc2)c1OC	3	0	3	-1	-0.7	-2	?
CCCN(C)C[C@H]1OCCCC[C@@H](C)Oc2ccc(NC(=O)Nc3ccc(F)cc3)cc2C(=O)N([C@H](C)CO)C[C@@H]1C	1[16.7 µM]	4	-1	3	-1.6	1	-7
CCCNC(=O)Nc1ccc2c(c1)C(=O)N(C)[C@@H]1CC[C@H](CC(=O)O)O[C@H]1CO2	-33[16.7 µM]	nt	nt	nt	-0.3	nt	-16

3 structures out of the list, sorted by count of non-hydrogen atoms, smallest number first:
SMILES	miR-122 sensor	SIRT5 inh	Casp6 inh	ERp5 block	F508del corr	ERAP1 HTS inh	DENV2 CPE
C[C@@H]1CCC[C@H](C)N1NC(=O)c1ccc(Cl)c(S(N)(=O)=O)c1	-3	-5	0	0	2.5	-1	7
CN(C)S(=O)(=O)c1ccc(N2CCCC2)c(C(=O)N2CCN(S(=O)(=O)c3ccccc3F)CC2)c1	-1	-1	1	-1	2.6	-1	0
C[C@@H]1CN([C@@H](C)CO)C(=O)c2cc(NS(=O)(=O)c3ccc(F)cc3)ccc2O[C@@H](C)CCCCO[C@H]1CN(C)S(=O)(=O)c1ccccc1	-8[16.7 µM]	-1	0	2	2.3	-5	1

Going on with the list:
SMILES	miR-122 sensor	SIRT5 inh	Casp6 inh	ERp5 block	F508del corr	ERAP1 HTS inh	DENV2 CPE
COc1cc(C(=O)NCC(=O)NCC2COc3ccccc3O2)cc(OC)c1OC (stereo not given)	-2	0	1	8	2.7	-1	5
O=C(N[C@@H]1CC[C@@H](CCNC(=O)C2CCCCC2)O[C@@H]1CO)c1ccccn1	nt	1	-1	-2	1.9	-3	1
COc1cc(NC(=O)CN2CCN(C(=O)c3ccco3)CC2)c(C)cc1[N+](=O)[O-]	-6	-8	0	-13	nt	-1	-1
C[C@@H]1CN([C@H](C)CO)C(=O)c2cc(N(C)C)ccc2O[C@@H]1CN(C)CC1CCCCC1	-1[16.7 µM]	-6	-5	2	-0.2	0	-2
COCCNC(=S)N/N=C(\C)c1ccc(OC(F)F)cc1	-5	1	7	1	0.7	-1	-8
C[C@@H](NC(=O)C[C@@H]1C[C@@H]2c3cc(NS(C)(=O)=O)ccc3O[C@@H]2[C@H](CO)O1)c1ccccc1	-1[16.7 µM]	-4	0	-1	-0.4	0	8
O=C(OCCOCCN=C1NS(=O)(=O)c2ccccc21)c1ccc(F)cc1	-2	0	-1	-6	0.9	-5	-3
Cc1noc(C)c1S(=O)(=O)Nc1cccc2c1O[C@H](CN(C)C(=O)Nc1ccc3c(c1)OCO3)[C@H](C)CN([C@@H](C)CO)C2=O	-1[16.7 µM]	-3	0	-3	-0.8	3	-4
CC(C)NC(=O)N(C)C[C@H]1Oc2c(NC(=O)c3cnccn3)cccc2C(=O)N([C@H](C)CO)C[C@@H]1C	-6[16.7 µM]	1	0	-2	-1.0	1	-8
COc1ccc(NC(=O)C(=O)NCCCO)cc1Cl	12	2	4	-2	-0.4	12	3
Cc1cccc(NC(=O)c2cccc(N3C(=O)C4CCC(C)CC4C3=O)c2)c1C (stereo not given)	7	0	0	2	-3.2	2	-6
COc1ccccc1N(C)S(=O)(=O)c1ccc(C(=O)OCC(=O)N(C(C)C)C(C)C)cc1	-1	-3	0	-1	-1.8	-2	-2
CC(=O)Nc1ccc(NC(=O)N2CCOCC2)cc1	4	-1	-3	4	1.9	3	-8
COc1ccc(NC(=O)Nc2ccc3c(c2)CC(=O)N([C@H](C)CO)C[C@@H](C)[C@H](CN(C)S(=O)(=O)c2cccs2)O3)cc1	-4[16.7 µM]	-3	-2	14	0.7	-1	?
Cc1cc2ncn(C3CC(O)C(CO)O3)c2cc1C (stereo not given)	nt	-2	0	5	4.5	0	-4

For reference, some entries already given:
SMILES	miR-122 sensor	SIRT5 inh	Casp6 inh	ERp5 block	F508del corr	ERAP1 HTS inh	DENV2 CPE
COc1cc(C(=O)NCC(=O)NCC2COc3ccccc3O2)cc(OC)c1OC (stereo not given)	-2	0	1	8	2.7	-1	5
O=C(N[C@@H]1CC[C@@H](CCNC(=O)C2CCCCC2)O[C@@H]1CO)c1ccccn1	nt	1	-1	-2	1.9	-3	1
COc1cc(NC(=O)CN2CCN(C(=O)c3ccco3)CC2)c(C)cc1[N+](=O)[O-]	-6	-8	0	-13	nt	-1	-1
C[C@@H]1CN([C@H](C)CO)C(=O)c2cc(N(C)C)ccc2O[C@@H]1CN(C)CC1CCCCC1	-1[16.7 µM]	-6	-5	2	-0.2	0	-2

Additional entries
SMILES	miR-122 sensor	SIRT5 inh	Casp6 inh	ERp5 block	F508del corr	ERAP1 HTS inh	DENV2 CPE
Cc1ccc(NC(=O)Nc2ccccc2F)cc1S(=O)(=O)N1CCOCC1	6	-1	5	9	0.5	-6	12
O=C(CNC1CCCC1)Nc1ccc(N2CCCCCC2)cc1	nt	2	-5	-4	0.8	0	0
C[C@@H]1CCCCO[C@H](CN(C)C(=O)Nc2cccc3ccccc23)[C@H](C)CN([C@H](C)CO)C(=O)c2cc(NS(=O)(=O)c3cccs3)ccc2O1	-17[16.7 µM]	1	1	-7	0.6	-1	9
C[C@@H]1CN([C@@H](C)CO)S(=O)(=O)c2ccc(-c3cncnc3)cc2O[C@H]1CN(C)C(=O)Cc1ccncc1	-1[16.7 µM]	-1	0	0	-0.4	0	-3
Cc1ccc(CNC(=O)C2CCC(=O)N(Cc3ccc(Cl)cc3)C2)cc1F (stereo not given)	-5	-1	-1	5	-0.8	-2	-5
O=C(c1ccccc1)N1CCN(C(=S)NCc2ccc3c(c2)OCO3)CC1	3	-3	-1	5	nt	-2	-3
COCC(=O)N1CCCCN2[C@H](CO)[C@H](c3ccc(-c4ccc(C)cc4)cc3)[C@H]2C1	3[16.7 µM]	-8	nt	-8	0.1	nt	nt
COc1ccc(NC(=O)C2CCN(C(=O)Cc3ccccc3)CC2)cc1OC	nt	-5	-1	7	-0.3	4	2
COc1ccccc1-c1ccc([C@H]2[C@@H](C#N)N(C(=O)C3CCOCC3)[C@H]2CO)cc1	nt	-5	2	9	-1.9	2	-1
COc1ccc(CCNC(=O)c2ccc3c(c2)SC2=NS(=O)(=O)CCN23)cc1	-3	1	1	3	1.3	-1	3
CCOC(=O)C1(Cc2ccccc2C)CCCN(C(=O)CCn2nccc2C)C1 (stereo not given)	-5	-5	0	5	0.9	7	7
COc1cccc(NC(=O)CN(C)C(=O)Cn2cnc3ccccc3c2=O)c1	-5	-12	-2	1	1.8	0	-9
CN1CCC(N(C)C(=S)NC(=O)C23CC4CC(CC(C4)C2)C3)CC1	9	-3	-30	5	2.1	-1	-6
COc1ccc(-n2nnnc2C2c3ccccc3C(=O)N2C2CCN(Cc3ccccc3)CC2)cc1 (stereo not given)	nt	0	0	0	-1.2	nt	19
Cc1cccc(C)c1NC(=O)C1(C)CN(S(C)(=O)=O)CC(=O)N1Cc1ccco1 (stereo not given)	nt	-1	1	3	-1.6	0	-12
O=C1CCc2cc(S(=O)(=O)Nc3ccccc3)cc3c2N1CC3	nt	-3	3	4	1.3	-1	-1
COc1ccc(/C(O)=C/C(=O)C(=O)NNC(=O)c2ccccc2)cc1	0	-3	-3	4	-3.0	3	-4
CO[C@@H]1CN(C)C(=O)c2ccc(NS(C)(=O)=O)cc2OC[C@H](C)N(CCC(F)(F)F)C[C@H]1C	nt	-1	-7	0	0.7	1	-6
CCN(CC)c1ccc(S(=O)(=O)N2CCOCC2)cc1NC(=O)CN1C(=O)NC2(CCC(C)CC2)C1=O (stereo not given)	2	5	5	-1	4.0	-4	-1
COc1ccc(S(=O)(=O)Nc2ccc3c(c2)C(=O)N([C@@H](C)CO)C[C@@H](C)[C@@H](CN(C)C(=O)c2ccccc2)OCCCC[C@H](C)O3)cc1	15[16.7 µM]	-1	0	7	1.5	-1	8
CCc1noc(C)c1C(=O)OCC(=O)N(CCOC)c1c(N)n(Cc2ccccc2)c(=O)[nH]c1=O	-4	1	-2	10	-2.2	-1	-7
FC(F)(F)c1ccnc(NCc2ccc(Cl)cc2)n1	nt	0	-4	-2	-1.8	0	1
N#C/C(=C\c1ccncc1)c1nc2ccccc2o1	0	0	2	1	-2.1	nt	4
Cc1cccc(C(=O)OC(C)CN2CCN(C)CC2)c1 (stereo not given)	-1	6	3	3	2.5	-2	18
Cc1ccc(S(=O)(=O)Nc2ccc3c(c2)C(=O)N([C@H](C)CO)C[C@@H](C)[C@H](CN(C)Cc2ccc(Cl)c(Cl)c2)O3)cc1	-3[16.7 µM]	1	-3	0	0.7	-2	-14
COc1ccc(NC(=O)NNS(=O)(=O)c2ccc(Br)cc2)cc1	nt	-4	2	1	1.3	-2	7
O=S(=O)(c1ccc(F)cc1)N1CCCCN2[C@H](CO)[C@@H](c3ccc(C#CC4CC4)cc3)[C@H]2C1	4[16.7 µM]	13	0	-5	4.0	2	-34
C[C@H](CO)N1C[C@H](C)[C@H](CN(C)Cc2ccccc2)Oc2ncc(-c3cccc(F)c3)cc2C1=O	-2&2[16.7 µM]	-2&-3	1&-2	5&-5	1.8&0.8	-1&0	-1&15
O=C([C@@H]1N[C@@H]2c3ccc(-c4ccccc4F)c(=O)n3C[C@@H]2[C@H]1CO)N1CCCCC1	4[16.7 µM]	-7	-2	2	0.5	-2	4
COC(=O)C1CC(=O)N(c2ccc(C)cc2)C1 (stereo not given)	2	-2	3	0	-1.1	0	1

Entries listed so far that bear a hit mark in F508del corr.
SMILES	miR-122 sensor	SIRT5 inh	Casp6 inh	ERp5 block	F508del corr	ERAP1 HTS inh	DENV2 CPE
COCCNc1nc(Nc2ccc(C)cc2C)c2sccc2n1	-1	-5	-3	0	10*	-1	?
